# bCat nuc transl: modulators of beta-catenin nuclear translocation; HeLa beta-catenin nuclear translocation, immunofluorescence imaging; nuclear translocation activity, % at 5 µM; 190,000 tested, 0.3% active;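 active = nuclear translocation activity above 50% at 5 µM, with a well cell count of 50 or more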;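 also: per-cell ratio of nuclear to cytoplasmic median beta-catenin stain intensity; plate controls were DMSO negative control for no effect and GSK-3 inhibitor IX positive control for full effect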
#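 Assay system: human HeLa cells, native beta-catenin; doses: 5 µM primary, 0.02–20 µM confirmation; incubation: compound treatment 24 h, 37°C, 5% CO2; technique: fluorescence imaging of beta-catenin antibody stain plus DAPI; measure: % activation, nuclear-to-cytoplasmic median beta-catenin signal ratio per cell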
# MT stabilizer: microtubule stabilizers in HeLa cells; HeLa tubulin immunostaining HCS, 24 h; share of cells brighter than vehicle mean+2SD; % tubulin-high responders, % at 10 µM; 200,000 tested, 0.83% active; AID 2205;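 active = plate Z-score above 3 for both tubulin-high and condensed-nucleus cell shares, with cell loss under 80%, at 10 µM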;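 also: anti alpha tubulin signal scored within the nucleus-defined area of each cell; some results filed as inactive read as strong as hits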
# Hep lipid drop: modulators of hepatic lipid droplet formation; AML12 mouse hepatocytes, oleate lipid droplets, BODIPY imaging; inhibition, % at 6.5 µM; 240,000 tested, 0.4% active;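 active = lipid droplet intensity inhibited by at least 50%, with more than 500 cells counted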
#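 Assay system: AML12 mouse liver cells | Compound: 6.5 µM single-point dosing | Schedule: Overnight exposure | Technique: Fluorescence imaging, 20x objective, two fields per well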
# Autophagy HCS: modulators of autophagy; 190,000 tested, 0.98% active; AID 463193; MEF GFP-LC3 puncta imaging; test concentration mostly 10 µM; calls only at 10 µM (by protocol);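 active = percentage of spot-positive cells more than 3 SD above its plate mean, without a fluorescence outlier flag or 80% toxicity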;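 also: spot-positive cell cutoff set from DMSO-treated cells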
# Insulin prom up: MIN6 insulin promoter up-regulation | MIN6 insulin promoter-GFP reporter, high-content imaging; stronger effect = higher value | z-score at 5 µM | 190,000 tested, 0.3% active | AID 1625;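 active = z-score above 3 at 5 µM with at least 500 cells counted in the well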
# West Nile virus CPE: inhibition of WNV-induced cytopathic effect – cell-based, CPE readout (AID 1621); 290,000 tested, 0.02% active; West Nile virus-infected cells, CPE inhibition; higher % means a stronger effect; one-dose CPE inhibition, % at 10 µM; IC50 in µM for titrated hits; in the data active = a potency from the dose series; also: strong numbers were not always called active
# Myeloid diff MLP: myeloid differentiation induction | 360,000 tested, 1% active | ER-HoxA9 myeloid progenitors, lysozyme-GFP differentiation, flow cytometry | AID 624256 | calls only at 10 µM;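 active = normalized GFP-positive differentiation at or above the plate's own cutoff, the solvent-only control mean plus 3 SD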;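 also: cells exposed to compound for four days before flow analysis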
# T cell modulator: T cell immune modulators affecting CD8 T cell-vesicle binding; 2C CD8+ T cell-vesicle binding, flow cytometry; stronger effect = lower value; calls only at 7 µM; 330,000 tested, 0.068% active; AID 2052;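 active = response, share of CD8 T cells binding vesicles, and their 90th percentile fluorescence all below set limits, cut at about 80% in these data, passing the limit was not always enough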
#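 Also added: QL9-peptide-loaded Drosophila micro-vesicles bearing Ld, ICAM-1 and B7-1; Test system: purified 2C TCR transgenic mouse naive CD8+ T cells; Measured by: cytometric PE anti-B7-1 and Alexa647 anti-CD8 signals after 1% paraformaldehyde fixation; Timing: binding step 1.5 h, 37 °C, antibody labelling 20 min, ice.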
# WT yeast gro inh: growth inhibition of WT yeast, mitochondrial fusion screen | 190,000 tested, 2.1% active | mitochondrial fusion phenotypic screen, WT strain | inhibition, % at 10 µM; in the data active = inhibition above about 58%; tested in S. cerevisiae
# WT yeast gro inh mutant strain: also measured in WT yeast gro inh; calls as there; inhibition, %; mitochondrial fusion phenotypic screen, mutant strain inhibition
# Insulin prom up cell count: recorded beside Insulin prom up, whose call it bears; cell count; measured here: cytotoxicity, nuclei count;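 total cells summed across four imaged fields per well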
# Hep lipid drop cells 6.5 µM: recorded beside Hep lipid drop, whose call it bears; cell count; measured here: cell count, cytotoxicity flag;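 cells counted across two imaged fields per well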
# bCat nuc transl cell count 5 µM: second read-out of bCat nuc transl, no call of its own (marks repeat the call); cell count; measured here: cell count, cytotoxicity flag
# T cell modulator vesicle-bound %: further read-out of T cell modulator, marked with its call; double positive events, %; measured here: CD8+ vesicle-bound cell fraction;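 binding gate set so that unloaded-vesicle control wells show 10% double positive cells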
# MT stabilizer Hoechst-high %: also measured in MT stabilizer; calls as there; % Hoechst-high responders; measured here: nuclear condensation Hoechst responders;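 share of cells brighter than vehicle mean plus two SD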
# MT stabilizer cytotoxicity %: also measured in MT stabilizer; calls as there; toxicity, %; measured here: cytotoxicity by cell density;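 0% = mean cell density of plate MIN control wells and 100% = no cells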
# Autophagy HCS cell loss 18 h: second read-out of Autophagy HCS, no call of its own (marks repeat the call); toxicity, %; measured here: cell loss, nuclei count;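 cell loss after 18 h compound exposure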
# Myeloid diff MLP GFP+ MAC1+ %: further read-out of Myeloid diff MLP, marked with its call; GFP+ MAC1+ double positive, %; measured here: differentiation confirmed by MAC1 staining
# Starred values were filed as active, the others as inactive; i = inactive; / = no result given; + = active, no number.
SMILES,bCat nuc transl,bCat nuc transl cell count 5 µM,MT stabilizer,MT stabilizer Hoechst-high %,MT stabilizer cytotoxicity %,Hep lipid drop,Hep lipid drop cells 6.5 µM,Autophagy HCS,Autophagy HCS cell loss 18 h,Insulin prom up,Insulin prom up cell count,West Nile virus CPE,Myeloid diff MLP,Myeloid diff MLP GFP+ MAC1+ %,T cell modulator,T cell modulator vesicle-bound %,WT yeast gro inh,WT yeast gro inh mutant strain
FC(F)(F)c1cc(-c2cccs2)nc2cc(-c3ccccc3)nn12,/,/,3.0,2.0,5.0,7,636,i,-18,-0.63,1285,0.1%,i,2.3,i,31,-24,-1
CCCN(Cc1cc2cc(OC)ccc2[nH]c1=O)C(=O)c1ccncc1,-0.4,1099,13*,19*,19*,/,/,i,2,0.33,922,-0.2%,i,1.2,i,39,6,13
O=C(O)Cn1cc(C(=O)C(F)(F)F)c2ccccc21,-2.7,1045,2.2,1.5,5.2,0,702,i,13,-0.11,1502,2.0%,i,0.3,i,50,-16,1
O=C(Nc1ccc2c(c1)OCCO2)NC1CCCCC1,/,/,1.5,1.5,25,-2,599,i,1,-0.37,1277,-0.1%,i,1.4,i,7,-4,-5
COc1ccc(-c2nc(CS(=O)(=O)CC(=O)NCCc3ccc(C)cc3)c(C)o2)cc1,/,/,/,/,/,10,697,/,/,/,/,1.6%,i,1.6,i,29,/,/
CC1(C(=O)N(Cc2ccccc2)Cc2ccccc2)CC1(Br)Br (stereo unspecified),0.1,1114,3.3,1.8,6.3,-104,589,i,10,0.1,1562,-1.2%,i,1.0,i,46,83*,11*
CCc1ccccc1OCc1nnc(N)s1,-4.8,1204,3.6,1.6,3.1,/,/,i,16,-0.35,1162,0.0%,i,0.8,i,43,8,-3
CCN(C(=O)Cc1c(C(=O)O)[nH]c2ccccc12)c1ccc(OC)cc1,-1.0,1075,2.5,1.7,7.3,4,717,i,8,0.38,1301,0.2%,i,0.8,i,62,-13,-6
COCCOC(=O)c1c(N)n(CCCN2CCOCC2)c2nc3ccccc3nc12,0.1,1323,/,/,/,11,728,/,/,-0.34,1012,0.1%,i,0.2,i,17,/,/
Cc1ccc(NC(=O)C2CCN(S(=O)(=O)c3ccc4c(c3)NC(=O)C(C)S4)CC2)c(C)c1 (stereo unspecified),/,/,/,/,/,-12,671,/,/,/,/,1.0%,i,3.4,i,42,/,/
Cc1nc2cc(NC(=O)NCc3ccco3)ccc2n1C,/,/,1.3,1.7,17,-2,774,i,0,-0.08,1291,0.0%,i,7.8,i,6,-17,-4
O=C(c1ccc(Cl)cc1)C1CCN(C(=O)C2CC2)CC1,-0.8,1382,2.2,1.9,9.7,/,/,i,35,0.39,1514,-0.4%,i,1.0,i,8,-14,-1
Cc1ccccc1N1C(=O)C2C3CC(=O)C(c4ccccc43)C2C1=O (stereo unspecified),0.6,956,1.9,3.3,5.1,6,623,i,-1,/,/,0.9%,i,0.3,i,43,-8,-10
Cc1nc2nc(-c3ccc(Cl)cc3)nn2c(C)c1Cl,1.8,1297,2.8,1.2,4.6,/,/,i,3,-0.79,1433,/,/,/,i,38,8,-21
Cc1cc(C)cc(NC(=O)CSc2nccn2Cc2ccco2)c1,/,/,/,/,/,-26,708,/,/,/,/,-1.1%,i,0.6,i,70,/,/
COc1ccc(Cc2nnc(NC(=O)Nc3ccc(C)cc3)s2)cc1OC,/,/,/,/,/,-32,410,/,/,/,/,-1.5%,i,0.7,i,26,/,/
CCN(c1ccccc1)S(=O)(=O)c1c[nH]c2ccc([N+](=O)[O-])cc12,/,/,/,/,/,-2,792,/,/,/,/,0.8%,i,0.0,i,15,/,/
O=C(Cn1cc(C(F)(F)F)cc(Cl)c1=O)NCc1ccccc1,/,/,/,/,/,-3,817,/,/,/,/,-0.8%,i,0.9,i,27,/,/
O=C(Nc1ccccc1F)c1ccc(OCc2ccccc2)cc1,-0.9,1007,2.2,1.7,0.8,32,642,+,5.3*,-0.02,1395,-0.1%,i,1.3,i,35,11,1
COc1ccc2nc3ccccc3nc2c1NC(=O)c1ccc(Br)cc1,-0.9,897,3.8,2.9,1.9,-1,701,i,-2,1.1,1465,0.0%,+,1.7*,i,41,-7,-52
C[C@@]12C(=O)N(CC3CC3)CC(=O)N1[C@H](/C=C/c1ccccc1)[C@@H]1C(=O)N(c3ccccc3)C(=O)[C@@H]12,/,/,/,/,/,-8,813,/,/,/,/,-1.3%,i,4.7,i,13,/,/
Cc1cc(C)cc(NC(=O)c2c(C)nc3ccccn23)c1,0.6,1540,3.1,2.4,9.6,8,776,i,-14,-0.14,1463,-0.6%,i,0.4,i,55,16,4
CCCCC(CC)CNC(=O)CN1C(=O)NC2(CCc3ccccc32)C1=O (stereo unspecified),/,/,/,/,/,34,810,/,/,/,/,-1.3%,i,0.0,i,40,/,/
CCN1CCN(CC(=O)N/N=C/c2ccc(F)cc2F)CC1,-3.7,552,2.4,2.4,1.3,2,696,i,4,0.14,1334,-0.5%,i,0.9,i,19,-7,-1
C/C(=N\NC(=O)Cc1ccc(F)cc1)c1ccc(F)cc1,-3.4,495,2.9,3.5,4.2,0,772,i,7,0.24,1379,0.3%,i,0.9,i,39,-4,-24

# Copied from the listing, three compounds:
SMILES,bCat nuc transl,bCat nuc transl cell count 5 µM,MT stabilizer,MT stabilizer Hoechst-high %,MT stabilizer cytotoxicity %,Hep lipid drop,Hep lipid drop cells 6.5 µM,Autophagy HCS,Autophagy HCS cell loss 18 h,Insulin prom up,Insulin prom up cell count,West Nile virus CPE,Myeloid diff MLP,Myeloid diff MLP GFP+ MAC1+ %,T cell modulator,T cell modulator vesicle-bound %,WT yeast gro inh,WT yeast gro inh mutant strain
CCCCC(CC)CNC(=O)CN1C(=O)NC2(CCc3ccccc32)C1=O (stereo unspecified),/,/,/,/,/,34,810,/,/,/,/,-1.3%,i,0.0,i,40,/,/
CCN1CCN(CC(=O)N/N=C/c2ccc(F)cc2F)CC1,-3.7,552,2.4,2.4,1.3,2,696,i,4,0.14,1334,-0.5%,i,0.9,i,19,-7,-1
C/C(=N\NC(=O)Cc1ccc(F)cc1)c1ccc(F)cc1,-3.4,495,2.9,3.5,4.2,0,772,i,7,0.24,1379,0.3%,i,0.9,i,39,-4,-24

# Continued.
SMILES,bCat nuc transl,bCat nuc transl cell count 5 µM,MT stabilizer,MT stabilizer Hoechst-high %,MT stabilizer cytotoxicity %,Hep lipid drop,Hep lipid drop cells 6.5 µM,Autophagy HCS,Autophagy HCS cell loss 18 h,Insulin prom up,Insulin prom up cell count,West Nile virus CPE,Myeloid diff MLP,Myeloid diff MLP GFP+ MAC1+ %,T cell modulator,T cell modulator vesicle-bound %,WT yeast gro inh,WT yeast gro inh mutant strain
Cc1cc([N+](=O)[O-])ccc1NC(=O)CN1CCN(Cc2ccccc2)CC1,/,/,/,/,/,3,774,/,/,/,/,-1.6%,i,0.2,i,60,/,/
CC(C)c1ccc(N(CC(=O)NC(C)(C)C)C(=O)CCC(=O)Nc2nccs2)cc1,/,/,/,/,/,0,768,/,/,/,/,-1.7%,i,0.4,i,59,/,/
CN(C)CCN(Cc1ccccc1)C(=O)[C@H](Cc1ccccc1)N1C(=O)c2ccccc2C1=O,/,/,/,/,/,-2,836,/,/,/,/,-0.6%,i,0.7,i,12,/,/
Cc1nn(-c2cccc(Cl)c2)c2nc(-c3ccco3)cc(C(=O)O)c12,-3.6,1278,1.7,2.1,8.7,-5,758,i,-9,/,/,0.8%,i,0.6,i,35,-2,0
CCN(CC)CCCN1C(=O)CSC1c1ccc2c(c1)OCO2 (stereo unspecified),-0.6,1433,1.1,2.0,7.0,/,/,/,/,-0.09,1200,0.7%,i,0.4,i,43,-4,27
CCN(CC)C(=O)Cn1cc(S(=O)(=O)CC(=O)Nc2ccc(C(N)=O)cc2)c2ccccc21,/,/,/,/,/,-2,897,/,/,/,/,0.5%,i,0.6,i,60,/,/
COc1ccccc1CNC(=O)CN(C)Cc1ccc(SC)cc1,/,/,/,/,/,-19,761,/,/,/,/,-0.3%,i,0.6,i,37,/,/
O=C(Nc1cc(C(F)(F)F)ccc1N1CCOCC1)c1ccccc1F,2.2,1325,1.9,1.4,6.2,/,/,i,-3,-0.08,1664,/,i,0.7,i,28,43,-12
Cc1noc(C)c1CNCc1ccccc1,/,/,/,/,/,-1,808,/,/,/,/,0.2%,i,0.4,i,48,/,/
CSc1nnc(-c2cc3ccccc3cc2O)n1C,-0.2,1147,4.1,2.7,6.3,/,/,i,6,0.76,1102,0.5%,i,1.1,i,57,14,-2
COCCNC(=O)CN(C(=O)Cn1nnc2ccccc21)c1ccc(C)cc1,-0.6,1423,2.9,2.2,9.9,3,708,i,-18,0.13,1500,0.1%,i,0.9,i,23,-6,-11
CCC(=O)c1ccc(OCC(O)Cn2nnc3ccccc32)cc1 (stereo unspecified),0.7,1153,4.5,1.9,2.7,11,716,i,-38,1.3,1263,-0.1%,i,0.7,i,31,5,4
Cc1c(NC(=S)NC(=O)Cc2ccccc2)cccc1C(=O)O,2.2,1359,1.9,2.0,7.1,/,/,i,5,-0.6,1382,0.6%,i,2.8,i,37,13,8
N#CSCC(=O)c1cccc2ccccc12,-1.4,824,2.5,2.0,2.6,6,640,i,17,-0.26,1144,-0.4%,i,0.3,i,43,26,33
Cc1c(C)n(C(=O)CSc2nc3ccccc3[nH]2)c2ccccc12,/,/,1.6,1.1,4.3,-4,781,i,-2,-0.27,1077,0.2%,i,1.0,i,40,21,20
COc1cc(CO)cc(Br)c1OCc1cccnc1,-3.0,1163,2.9,3.0,7.2,/,/,i,10,0.43,1123,0.1%,i,0.9,i,21,16,21
O=C(COC(=O)c1ccc(Br)o1)Nc1ncc(Cl)cc1Cl,-2.8,1141,1.8,2.6,7.6,-9,701,i,-8,0.29,1185,1.8%,i,1.1,i,51,-2,-16
CCCc1c(C(=O)N/N=C/c2ccc(C)s2)nnn1-c1nonc1N,/,/,/,/,/,28,761,/,/,/,/,-0.1%,i,1.0,i,19,/,/

# From PubChem BioAssay
